NS3 helicase inh – HCV NS3 helicase inhibition | NS3 helicase DNA unwinding, Cy5 molecular beacon fluorescence | actives 0.56% (n = 290,000) | inhibition, % at 10.9 µM;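 active = inhibition above the mean of all tested compounds plus 3 SD, set per campaign, cut at about 35% in these data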;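 also: 0% = DMSO wells and 100% = thioflavine S control wells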
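Measured by: Cy5 fluorescence, 0 and 60 min reads / Assay system: NS3 helicase fragment of HCV / Control set: low DMSO, high thioflavine S at 110 µM / Times: 1 h reaction at 25 °C, ATP-initiated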
MEKK2 WT-MEK5 – raises or lowers MEK5 binding to wildtype human MEKK2 PB1 domain. actives 1.1% (n = 290,000). Q9Y2U5. AID 1531. binding response (% of control), % at 10 µM. bead flow cytometry, Alexa488-MEK5 binding to MEKK2 WT; actives lie on both sides; in the data active = binding response below about 67% or above about 130%
FID counter – displaces DNA intercalator in HCV helicase counter-screen. actives 0.17% (n = 290,000). AID 1845. DNA fluorescent intercalator displacement, fluorescence. inhibition, % at 7.9 µM; in the data active = inhibition above about 37%;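 also: 0% = vehicle and 100% = reference compound; higher means more ethidium bromide displaced from hairpin DNA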
SUMO HTRF inh – blocks human SUMOylation mediated by UBC9 | actives 0.36% (n = 290,000) | HTRF SUMOylation assay, SAE1/SAE2 + UBC9, in vitro | inhibition, % at 35 µM | AID 2006; in the data active = inhibition above about 50%, passing the limit was not always enough; also: strong numbers were not always called active
Target sequence (P63279 whole entry, looked up): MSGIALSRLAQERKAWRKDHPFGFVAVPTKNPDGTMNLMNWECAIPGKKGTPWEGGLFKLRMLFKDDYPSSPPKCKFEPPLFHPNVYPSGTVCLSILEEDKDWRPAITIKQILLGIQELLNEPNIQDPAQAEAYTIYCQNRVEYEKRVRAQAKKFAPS
PfM18AAP inh – PfM18AAP enzyme inhibition. AID 1822. recombinant PfM18AAP, H-Glu-NHMec fluorogenic cleavage. inhibition, % at 7.35 µM. actives 1.2% (n = 290,000);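 active = inhibition above the campaign mean inhibition over all tested compounds plus 3 SD, cut at about 28% in these data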;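 also: 0% = plate median of test compound wells and 100% = 2 mM ZnCl2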
VIM-2 inh – inhibitors of Pseudomonas aeruginosa VIM-2 metallo-beta-lactamase. purified VIM-2, nitrocefin hydrolysis, epi-absorbance fluorescence. inhibition, % at 5.6 µM. actives 0.89% (n = 290,000). AID 1527;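 active = inhibition above the mean of all tested compounds plus 3 SD, cutoff set per screening run, cut at about 7.5% in these data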;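 also: red hydrolysis product quenches plate fluorescence so inhibitors raise well fluorescence; 0% = enzyme with DMSO and 100% = DMSO without enzyme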
IMP-1 inh – inhibitors of Pseudomonas aeruginosa IMP-1 metallo-beta-lactamase. actives 0.45% (n = 290,000). inhibition, % at 5.6 µM. purified IMP-1, nitrocefin hydrolysis, epi-absorbance fluorescence. AID 1556;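 active = inhibition above the mean plus 3 SD of all compounds in the same screening run, cut at about 4.5% in these data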;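 also: 0% = IMP-1 with DMSO and 100% = DMSO wells lacking enzyme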
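Test system: recombinant IMP-1 enzyme, purified / Medium: HEPES buffer pH 7.1 with ZnSO4 and Brij 35 / Doses: single dose, 5.6 µM / Times: 25 °C, 15 min preincubation, 25 min reaction / Detection: Epi-absorbance via hydrolysed-nitrocefin quenching of white-plate fluorescence, 480/530 nm, EDTA stop / Evaluation: percent inhibition from optical density relative to buffer-blank wells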
NALP1 yeast inh – blocks the NALP1 inflammasome reconstituted in yeast; S. cerevisiae NALP1/ASC/caspase-1 growth, X-gal OD620, 72 h; inhibition, % at 10 µM; actives 0.61% (n = 280,000); AID 2071; in the data active = inhibition mostly above about 24%, no sharp cut-off; inactive = mostly below about 32%; also: some compounds called inactive have numbers as strong as hits
MEKK2 mut-MEK5 – signal of MEK5 binding to mutant human MEKK2 PB1 domain; actives 0.35% (n = 290,000); bead flow cytometry, Alexa488-MEK5 binding to MEKK2 mutant; percent response, % at 10 µM; in the data active = percent response above about 24%, passing the limit was not always enough; also: inactives centre near 1; some results filed as inactive read as strong as hits
The depositor's hits bear a star.

How did CCOc1ccccc1CNC(=O)C1CCN(c2nc3ccccc3o2)CC1 do in these assays?
NS3 helicase inh: 1; FID counter: -14; SUMO HTRF inh: 30; PfM18AAP inh: -5; VIM-2 inh: -3.1; IMP-1 inh: -6.7; NALP1 yeast inh: 3

How did O=C(c1n[nH]c(=O)c2ccccc12)N1CCN(c2ccccc2)CC1 do in these assays?
NS3 helicase inh: -2; MEKK2 WT-MEK5: 110; FID counter: -8; SUMO HTRF inh: 18; PfM18AAP inh: -12; VIM-2 inh: -2.6; IMP-1 inh: -2.4; NALP1 yeast inh: -9; MEKK2 mut-MEK5: 8

Results for Cc1ccc(N(C(=O)C(F)(F)F)C(C(=O)NC2CCCCC2)c2cccs2)cc1 (stereo not drawn) ?
NS3 helicase inh: -6; MEKK2 WT-MEK5: 96; FID counter: -3; SUMO HTRF inh: -9; PfM18AAP inh: -1; VIM-2 inh: -6.5; IMP-1 inh: -1.4; NALP1 yeast inh: 8; MEKK2 mut-MEK5: 1

Results for Cn1c(CCN2CCCC2)nc2cc(NS(=O)(=O)c3ccccc3)ccc21 ?
NS3 helicase inh: -35; MEKK2 WT-MEK5: 110; FID counter: 0; SUMO HTRF inh: 13; PfM18AAP inh: 8; VIM-2 inh: -2.3; IMP-1 inh: -2.5; NALP1 yeast inh: 17; MEKK2 mut-MEK5: 0

What do the screens show for `O=C(O)/C=C/C(=O)N1CCc2ccccc21`?
NS3 helicase inh: -4; MEKK2 WT-MEK5: 94; FID counter: -2; SUMO HTRF inh: 2; PfM18AAP inh: 2; VIM-2 inh: -4.0; IMP-1 inh: -3.2; NALP1 yeast inh: 10; MEKK2 mut-MEK5: -4

What do the screens show for `CCCCCN1CC(O)=C(c2ccccc2)C1=N`?
NS3 helicase inh: 9; FID counter: -7; SUMO HTRF inh: 22; PfM18AAP inh: -4; VIM-2 inh: -3.2; IMP-1 inh: -5.6; NALP1 yeast inh: 12

How did CC(C)n1cc(NC(=O)c2cc(-c3ccccc3)on2)cn1 do in these assays?
NS3 helicase inh: 10; MEKK2 WT-MEK5: 103; FID counter: -24; SUMO HTRF inh: 12; PfM18AAP inh: 12; VIM-2 inh: -0.7; IMP-1 inh: -0.4; NALP1 yeast inh: 10; MEKK2 mut-MEK5: 5

What do the screens show for `CN1C(=O)c2ccccc2Sc2ccc(C(=O)O)cc21`?
NS3 helicase inh: 16; MEKK2 WT-MEK5: 100; FID counter: -3; SUMO HTRF inh: -12; PfM18AAP inh: 1; VIM-2 inh: -0.3; IMP-1 inh: -1.1; NALP1 yeast inh: 20; MEKK2 mut-MEK5: -3

What do the screens show for `Cc1ccc(C(=O)CSc2nc(-c3ccccc3)cc(=O)[nH]2)cc1`?
NS3 helicase inh: 1; MEKK2 WT-MEK5: 85; FID counter: 3; SUMO HTRF inh: 10; PfM18AAP inh: -2; VIM-2 inh: -3.1; IMP-1 inh: -1.5; NALP1 yeast inh: 18; MEKK2 mut-MEK5: -11

Results for Cc1onc(-c2c(F)cccc2Cl)c1-c1nnc(-c2ccc(C(F)(F)F)cc2)o1 ?
NS3 helicase inh: 5; MEKK2 WT-MEK5: 95; FID counter: -10; SUMO HTRF inh: -31; PfM18AAP inh: 1; VIM-2 inh: -2.0; IMP-1 inh: -3.4; NALP1 yeast inh: 1; MEKK2 mut-MEK5: -4

Results for COc1ccc2nc(N3C(=O)CNC3=S)sc2c1 ?
NS3 helicase inh: -7; MEKK2 WT-MEK5: 96; FID counter: -8; SUMO HTRF inh: -4; PfM18AAP inh: 18; VIM-2 inh: -2.3; IMP-1 inh: -3.1; MEKK2 mut-MEK5: -7

How did CC1=CC(C)(C)n2c(O)c(N=NC(N)=S)c3c(C)c(C)cc1c32 do in these assays?
NS3 helicase inh: 1; MEKK2 WT-MEK5: 89; FID counter: -4; SUMO HTRF inh: 12; PfM18AAP inh: -9; VIM-2 inh: -3.2; IMP-1 inh: -5.2; MEKK2 mut-MEK5: -14

How did Cc1ccc(NC(=S)N(CCCN2CCOCC2)Cc2ccco2)cc1Cl do in these assays?
NS3 helicase inh: -7; MEKK2 WT-MEK5: 101; FID counter: 7; SUMO HTRF inh: 11; PfM18AAP inh: 14; VIM-2 inh: -0.9; IMP-1 inh: -2.8; NALP1 yeast inh: 35; MEKK2 mut-MEK5: -2

Results for CCCCNC(=O)CNC(=O)c1cccs1 ?
NS3 helicase inh: 10; MEKK2 WT-MEK5: 98; FID counter: -8; SUMO HTRF inh: 5; PfM18AAP inh: 4; VIM-2 inh: -2.0; IMP-1 inh: -1.4; NALP1 yeast inh: 0; MEKK2 mut-MEK5: 7

How did COC(=O)c1ccc(Sc2ccccc2NS(=O)(=O)c2ccc(C)cc2)nc1 do in these assays?
NS3 helicase inh: -1; MEKK2 WT-MEK5: 101; FID counter: -24; SUMO HTRF inh: 9; PfM18AAP inh: -3; VIM-2 inh: -0.3; IMP-1 inh: -1.7; NALP1 yeast inh: -6; MEKK2 mut-MEK5: -3

Results for Cc1ccc(NC(=O)N2CCCC2C(=O)Nc2ccc(-n3cnnn3)c(C)c2)cc1 (stereo not drawn) ?
NS3 helicase inh: -2; MEKK2 WT-MEK5: 104; FID counter: -5; SUMO HTRF inh: -15; PfM18AAP inh: -3; VIM-2 inh: -5.6; IMP-1 inh: 3.7; NALP1 yeast inh: 3; MEKK2 mut-MEK5: 2

How did Cn1c2ccccc2c2c(C(=O)N3CCN(c4ccccc4)CC3)cn(C3CCCC3)c(=O)c21 do in these assays?
NS3 helicase inh: -2; MEKK2 WT-MEK5: 103; FID counter: -33; SUMO HTRF inh: 18; PfM18AAP inh: 9; VIM-2 inh: -1.4; IMP-1 inh: 0.4; NALP1 yeast inh: 2; MEKK2 mut-MEK5: 3

Results for CC1CC(C)CN(S(=O)(=O)c2ccc3c(c2)CC(C)N3C(=O)C2CC2)C1 (stereo not drawn) ?
NS3 helicase inh: -1; MEKK2 WT-MEK5: 98; FID counter: -41; SUMO HTRF inh: 5; PfM18AAP inh: -12; VIM-2 inh: -0.8; IMP-1 inh: 0.3; NALP1 yeast inh: 22; MEKK2 mut-MEK5: -3

What do the screens show for `Cc1ccc2[nH]c(=O)c(CN(Cc3cccs3)S(=O)(=O)c3ccc4c(c3)OCCO4)cc2c1`?
NS3 helicase inh: -11; MEKK2 WT-MEK5: 98; FID counter: 4; SUMO HTRF inh: 8; PfM18AAP inh: 1; VIM-2 inh: -3.5; IMP-1 inh: -0.7; NALP1 yeast inh: 18; MEKK2 mut-MEK5: -6

How did O=S(=O)(NCCSCc1ccc(Cl)cc1Cl)c1ccc2c(c1)OCCO2 do in these assays?
NS3 helicase inh: -22; MEKK2 WT-MEK5: 109; FID counter: -10; SUMO HTRF inh: 8; PfM18AAP inh: 4; VIM-2 inh: -2.0; IMP-1 inh: -1.7; NALP1 yeast inh: 6; MEKK2 mut-MEK5: 1

How did CCC(Oc1ccccc1)C(=O)Nc1nnc(S(=O)(=O)Nc2ccccc2)s1 (stereo not drawn) do in these assays?
NS3 helicase inh: 8; MEKK2 WT-MEK5: 100; FID counter: -41; SUMO HTRF inh: 19; PfM18AAP inh: -1; VIM-2 inh: -2.2; IMP-1 inh: -5.3; NALP1 yeast inh: 17; MEKK2 mut-MEK5: 5

Results for CCCOc1ccc(C(=O)NNC(=S)NC(=O)c2ccccc2[N+](=O)[O-])cc1 ?
NS3 helicase inh: 35; MEKK2 WT-MEK5: 104; FID counter: -26; SUMO HTRF inh: -59; PfM18AAP inh: 5; VIM-2 inh: -5.4; IMP-1 inh: -4.2; NALP1 yeast inh: 2; MEKK2 mut-MEK5: 7

What do the screens show for `Cc1ccc(OCC(=O)Nc2cc(NC(=O)COc3ccc(C)cc3)cc(C(=O)O)c2)cc1`?
NS3 helicase inh: 19; MEKK2 WT-MEK5: 107; FID counter: -15; SUMO HTRF inh: 10; PfM18AAP inh: -12; VIM-2 inh: -0.5; IMP-1 inh: 0.3; NALP1 yeast inh: 11; MEKK2 mut-MEK5: 4

What do the screens show for `Clc1cccc(-c2nnc(-c3ccno3)o2)c1`?
NS3 helicase inh: -2; MEKK2 WT-MEK5: 89; FID counter: -6; SUMO HTRF inh: 34; PfM18AAP inh: -12; VIM-2 inh: -3.0; IMP-1 inh: -1.6; MEKK2 mut-MEK5: 3

How did COC(=O)c1cc2ccsc2n1CC(=O)Nc1cc(Cl)ccc1OC do in these assays?
NS3 helicase inh: -3; MEKK2 WT-MEK5: 92; FID counter: -7; SUMO HTRF inh: 3; PfM18AAP inh: 2; VIM-2 inh: -4.1; IMP-1 inh: -2.0; NALP1 yeast inh: 6; MEKK2 mut-MEK5: -3

How did CC(C)(C)CC(=O)Nc1cc2c3c(c1)CCN3C(=O)CC2 do in these assays?
NS3 helicase inh: 14; MEKK2 WT-MEK5: 72; FID counter: -7; SUMO HTRF inh: 19; PfM18AAP inh: -18; VIM-2 inh: 2.0; IMP-1 inh: 0.5; NALP1 yeast inh: 26; MEKK2 mut-MEK5: -30

How did CCCCN(C)CCNC(=O)Cn1ncc2c(=O)oc3ccc(C)cc3c21 do in these assays?
NS3 helicase inh: 10; MEKK2 WT-MEK5: 109; FID counter: 9; SUMO HTRF inh: 9; PfM18AAP inh: -3; VIM-2 inh: -6.6; IMP-1 inh: -2.9; NALP1 yeast inh: -13; MEKK2 mut-MEK5: 2

How did O=C(CNC(=O)C1CCCCC1)OCC(=O)c1ccc(Cl)s1 do in these assays?
NS3 helicase inh: 4; MEKK2 WT-MEK5: 72; FID counter: -4; SUMO HTRF inh: -3; PfM18AAP inh: 1; VIM-2 inh: -0.5; IMP-1 inh: -1.6; NALP1 yeast inh: 7; MEKK2 mut-MEK5: -4

What do the screens show for `CCC(=O)n1nc(-c2ccco2)nc1N`?
NS3 helicase inh: -1; MEKK2 WT-MEK5: 102; FID counter: 0; SUMO HTRF inh: 20; PfM18AAP inh: -4; VIM-2 inh: -1.6; IMP-1 inh: -1.6; NALP1 yeast inh: -8; MEKK2 mut-MEK5: 5

Pulled by compound from the entries so far, 3 records:
How did CC(C)(C)CC(=O)Nc1cc2c3c(c1)CCN3C(=O)CC2 do in these assays?
NS3 helicase inh: 14; MEKK2 WT-MEK5: 72; FID counter: -7; SUMO HTRF inh: 19; PfM18AAP inh: -18; VIM-2 inh: 2.0; IMP-1 inh: 0.5; NALP1 yeast inh: 26; MEKK2 mut-MEK5: -30

How did O=C(CNC(=O)C1CCCCC1)OCC(=O)c1ccc(Cl)s1 do in these assays?
NS3 helicase inh: 4; MEKK2 WT-MEK5: 72; FID counter: -4; SUMO HTRF inh: -3; PfM18AAP inh: 1; VIM-2 inh: -0.5; IMP-1 inh: -1.6; NALP1 yeast inh: 7; MEKK2 mut-MEK5: -4

How did COC(=O)c1cc2ccsc2n1CC(=O)Nc1cc(Cl)ccc1OC do in these assays?
NS3 helicase inh: -3; MEKK2 WT-MEK5: 92; FID counter: -7; SUMO HTRF inh: 3; PfM18AAP inh: 2; VIM-2 inh: -4.1; IMP-1 inh: -2.0; NALP1 yeast inh: 6; MEKK2 mut-MEK5: -3

From PubChem
